Assay outcomes: PubChem, National Center for Advancing Translational Sciences (NCATS)
MmCpn inh = M. maripaludis TRiC chaperonin inhibition. purified Mm-Cpn ATPase, ADP Transcreener TR-FRET. Potency, µM (top dose mostly 76.9 µM), inactives show at the highest dose activity, negative = inhibition, hits mostly inhibitors. 0.031% of 330,000 active; also: potency is read from the fitted curve at half-maximal effect; % is scaled to controls: 0 for no effect and ±100 for the full control effect; nearly all actives have a fitted effect of over 80% in size
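ATPase turnover read by TR-FRET ADP competition (Eu cryptate antibody/ADP-d2, 665/590 nm): 10uM ATP final, 25nM Mm-CPN final, 30 min 37degC after 10-min compound preincubation, pH 7.4 Tris/KCl/MgCl2/DTT buffer.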
EPAC2 agonist = EPAC2 (human) agonism; Q8WZA2; EPAC2 activation, biochemical qHTS; response scale: 100% = 6.5 mM cAMP response; Potency, µM (titrated, usually from 154 µM), for inactives: top-dose activation, hits mostly activators; 0.079% of 360,000 active; AID 720711; also: potency is read from the fitted curve at half-maximal effect; nearly all actives have a fitted effect of over 50% in size
Target sequence (Q8WZA2 whole entry, looked up): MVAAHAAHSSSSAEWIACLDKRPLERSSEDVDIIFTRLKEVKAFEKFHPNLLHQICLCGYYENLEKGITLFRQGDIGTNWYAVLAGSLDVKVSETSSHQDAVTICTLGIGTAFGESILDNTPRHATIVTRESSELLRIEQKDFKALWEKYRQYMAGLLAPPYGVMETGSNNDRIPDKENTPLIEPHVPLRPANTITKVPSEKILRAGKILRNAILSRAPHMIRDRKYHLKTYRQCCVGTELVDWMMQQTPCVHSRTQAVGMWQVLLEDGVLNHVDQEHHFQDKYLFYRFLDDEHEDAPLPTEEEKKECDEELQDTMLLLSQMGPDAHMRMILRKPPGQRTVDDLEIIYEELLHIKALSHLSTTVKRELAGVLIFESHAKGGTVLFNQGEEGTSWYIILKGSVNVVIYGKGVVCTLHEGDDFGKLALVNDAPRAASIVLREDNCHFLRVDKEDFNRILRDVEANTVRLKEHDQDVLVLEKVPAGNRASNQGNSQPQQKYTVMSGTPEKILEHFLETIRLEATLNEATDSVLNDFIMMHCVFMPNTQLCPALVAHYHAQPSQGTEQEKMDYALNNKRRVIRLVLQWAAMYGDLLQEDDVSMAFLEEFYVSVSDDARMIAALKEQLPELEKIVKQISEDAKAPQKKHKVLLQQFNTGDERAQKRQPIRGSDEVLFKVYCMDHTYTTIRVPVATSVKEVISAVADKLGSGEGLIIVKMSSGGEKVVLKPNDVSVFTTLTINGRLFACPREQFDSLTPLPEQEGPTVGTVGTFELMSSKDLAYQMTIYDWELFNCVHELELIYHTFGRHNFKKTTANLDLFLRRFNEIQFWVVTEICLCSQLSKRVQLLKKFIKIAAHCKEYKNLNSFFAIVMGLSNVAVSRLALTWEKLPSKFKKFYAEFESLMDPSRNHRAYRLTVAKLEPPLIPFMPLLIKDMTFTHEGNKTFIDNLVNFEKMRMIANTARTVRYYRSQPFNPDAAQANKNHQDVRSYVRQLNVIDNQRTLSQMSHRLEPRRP
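Each well held 100 nM EPAC2, 250 nM RAP1B-BODIPY-GDP and 50 uM GDP. Fluorescence, read at 5-min intervals to 30 min, was referenced to a 6.5 mM cAMP positive control.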
pAkt inh = Akt phosphorylation inhibition. Neuro2A IGF-stimulated pAkt S473 HTRF, 20 min; active compounds read low. activity change, % for hits at 50 µM. 0.32% of 360,000 active. AID 651550; in the data active = activity change below about -80%; inconclusive = mostly about -51% to -80%; also: % is scaled to controls: 0 for no effect and ±100 for the full control effect
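Neuro2A cells (4,500/well, DMEM with 0.5% FBS) were treated with compound at a single 50 µM final concentration, stimulated with 6 nM IGF for 20 min at 37 °C, and lysed. Phospho-Akt Ser473 was read by HTRF as 665/615 ratio ×10^4.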
TGFb inhibitor = TGF-b pathway inhibition | HepG2 CAGA-GFP TGF-b/SMAD3 reporter, GFP fluorescence, 18 h; TGF-beta stimulated, 500 pg/mL final | AID 588855 | Potency, µM (series often up to 46.1 µM), for the others: top-dose activity, negative = inhibition, actives largely listed as inhibitors | 1.2% of 410,000 active; also: potency is read from the fitted curve at half-maximal effect; % is scaled to controls: 0 for no effect and ±100 for the full control effect; nearly all actives have a fitted effect of over 65% in size
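Inhibition of TGF-beta-driven CAGA-GFP reporter expression in HEPG2 cells is measured by cellular GFP fluorescence after 18 h stimulation with 500 pg/mL recombinant TGF-beta in 1% FBS medium at 37 degrees C.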
CCT chaperon mod = changes cytosolic chaperonin activity; purified chaperonin ATPase assay, HTRF ADP detection, 30 min; activity change, % (concentration not given with the values), hits read low; 0.3% of 360,000 active; AID 651819; in the data active = activity change below about -30%; also: % is scaled to controls: 0 for no effect and ±100 for the full control effect
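We incubate TRiC, 40 or 20 nM final, with library compounds at 76 uM and 10 uM ATP for 30 min at 37 °C. ADP formed is detected with Transcreener HTRF reagents after 30 min at room temperature.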
Nrf2 inh = Nrf2 pathway inhibition. 2.1% of 360,000 active. AID 504444. A549 ARE-Fluc reporter, luciferase luminescence, 18-24 h. Potency, µM (top dose mostly 46 µM), for the others: at the top dose activity change, negative = inhibition, actives largely listed as inhibitors; also: potency is read from the fitted curve at half-maximal effect; % is scaled to controls: 0 for no effect and ±100 for the full control effect; nearly all actives have a fitted effect of over 60% in size
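Concentration-response testing used A549 ARE_Fluc cells at 5000 cells/well. Following an 18-24 h compound incubation, viability was read by fluorescence (Ex 405/Em 525) and luciferase output by luminescence.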
A549 tox = kills or reduces viability of A549 cells in Nrf2 counter-screen. A549 ARE-Fluc cells, CellTiter-Fluor viability, 18-24 h. Potency, µM (highest dose often 46 µM), for inactives: top-dose activity change, negative = cytotoxicity, usual class: inhibitors. 0.16% of 390,000 active. AID 504648; also: potency is read from the fitted curve at half-maximal effect; % is scaled to controls: 0 for no effect and ±100 for the full control effect
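Cytotoxicity counterscreen: CellTiter-Fluor fluorescence was measured in A549 ARE_Fluc cells after 18-24 h of compound exposure in a concentration series. The subsequent BugLite luminescent read reports ARE-luciferase activity.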
EPAC2 antagonist = antagonists of human EPAC2. Q8WZA2. EPAC2 GEF exchange of Rap1B-BODIPY-GDP, fluorescence. Potency, µM (series often up to 114 µM), without a hit: at the top dose activity, negative = inhibition, hits mostly inhibitors. 0.18% of 360,000 active; also: potency is read from the fitted curve at half-maximal effect; % is scaled to controls: 0 for no effect and ±100 for the full control effect; nearly all actives have a fitted effect of over 45% in size; many of its hits are not listed in these tables
Nrf2 ARE act = activates Nrf2 signaling; AREc32 ARE-luciferase reporter (MCF7-derived line), luminescence, 24 h; Potency, µM (series often up to 46.1 µM), without a hit: at the top dose activation, usual class: activators; AID 624171; 0.31% of 410,000 active; also: potency is read from the fitted curve at half-maximal effect; % of control where 0% means no effect; nearly all actives have a fitted effect of over 65% in size
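Luminescent ARE reporter assay in AREc32_Fluc cells: overnight plating at 37 deg C, 24 hr compound incubation, Steady-Glo added, 30 min RT before reading.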
Numbers without * were called inactive; i = inactive; u = inconclusive; x = not tested or not shown; & = joins results of further samples. Unless noted, calls follow the shape of the dose curve; as a rule, active = well fitted curve in the direction sought with a large enough effect; inconclusive = small, poorly fitted or top-dose-only effect, or another doubt; inactive = no such curve, though single readings can be large; an effect the other way counts as inactive or inconclusive. Not all compounds are listed; count on the stated rates, not on these rows.

Below each SMILES: MmCpn inh, EPAC2 agonist, pAkt inh, TGFb inhibitor, CCT chaperon mod, Nrf2 inh, A549 tox, EPAC2 antagonist, Nrf2 ARE act
CCN(Cc1ccccc1)C(=O)COC(=O)c1cnc(C)cn1
→ 2%, 6%, i, 6%, -3.7, -5%, -3%, -4%, 0.2%
Cc1ccc(S(=O)(=O)N2CCCC2)cc1C(=O)Nc1ccc(-n2cnnn2)cc1
→ 3%, 8%, i, -14%, -1.3, u, 1%, 1%, -0.2%
CCN(CC)CCCN(C(=O)c1ccccc1F)c1nc(-c2ccc(OC)cc2)cs1
→ 1%, 1%, i, u, 0.5, -6%, u, 4%, 0.4%
O=c1cc2ncc(-c3[nH]ncc3[N+](=O)[O-])cn2[nH]1
→ -2%, 7%, i, 0%, -3.5, -15%, -16%, 2%, 0.1%
CCc1nn(CC(=O)NCCCN2CCOCC2)c(=O)c2cc3cc(F)ccc3n12
→ -1%, -7%, i, 5%, -0.7, -8%, 4%, -9%, 0.3%
COc1ccc(CCNC(=O)Cn2nc(C)n3c(cc4occc43)c2=O)cc1OC
→ x, x, x, -1%, x, 9%, 9%, x, 1.5%
COc1ccccc1NC(=O)Cn1nnc(C(=O)Nc2ccccc2Br)c1N
→ x, x, x, -9%, x, u, 0%, x, -0.3%
O=C(NNC1CC(c2ccccc2)=NN1C(=O)c1ccccc1)c1ccccc1 (stereo not drawn)
→ -1%, 11%, i, 0%, -1.8, -10%, -2%, 6%, 3.1%
N#Cc1sc2nc(C3CC3)cc(-c3ccc(Cl)cc3)c2c1N
→ -6%, -2%, i, -13%, 0.4, u, 3%, -15%, 3.6%
CN[C@@H](CO)C(=O)NC[C@H]1O[C@@H](n2cnc3c(=O)[nH]c(N)nc32)[C@H](O)[C@@H]1O
→ x, 6%, i, -4%, 0.6, x, x, 5%, -0.9%
COc1cccc(N2C(=O)C3C(C2=O)C3(c2ccccc2)c2ccccc2)c1 (stereo not drawn)
→ 0%, 24%, i, 14%, -4.7, -10%, 8%, -10%, 4.6%
Cc1ccc(OCC(=O)NNC(=O)c2ccccc2OCc2c(C)noc2C)cc1
→ 0%, 4%, i, 12%, 2.5, 3%, 0%, -11%, 1.5%
Cc1cc(C)n(CCn2nc(C)cc2C)n1
→ 1%, -4%, i, u, -1.4, x, -6%, 14%, 0.1%
NC(=O)c1cc2cc(Cc3ccccc3Cl)ccc2oc1=O
→ -5%, -5%, i, 1%, -2.4, -2%, 5%, 0%, 3.4%
CC(C)CCC(C(=O)O)C(C)CC(=O)NC1CCCCC1 (stereo not drawn)
→ 2%, 10%, i, 0%, -3.8, -15%, 17%, 1%, -0.3%
O=C(C=P(c1ccccc1)(c1ccccc1)c1ccccc1)c1ccccc1-c1ccccc1C(=O)C=P(c1ccccc1)(c1ccccc1)c1ccccc1
→ x, 9%, i, 1µM*, 0.6, 2.1µM*, 4.6µM*, -21%, 0.2%
Cc1csc(NC(=O)CSc2nc3[nH]c(=O)cc(O)c3s2)n1
→ x, -1%, i, u, -1.4, -9%, u, 2%, u
COC(=O)c1cnn(-c2ccc(C)c(C)c2)c1-n1cccc1
→ -5%, 12%, i, 5%, -0.6, 0%, 3%, -4%, -0.3%
CC(C(=O)Nc1ccc(F)cc1Cl)N(C)CCOc1ccccc1 (stereo not drawn)
→ 2%, 13%, i, 22%, 0.9, -2%, -2%, -13%, 0.2%
O=C(Cc1ccccc1)NCc1n[nH]c(=S)n1-c1ccccc1
→ 1%, 5%, i, 6%, -0.5, -6%, -2%, 2%, -0.5%

Whole records, quoted from the list. Order of values: MmCpn inh, EPAC2 agonist, pAkt inh, TGFb inhibitor, CCT chaperon mod, Nrf2 inh, A549 tox, EPAC2 antagonist, Nrf2 ARE act
COc1cccc(N2C(=O)C3C(C2=O)C3(c2ccccc2)c2ccccc2)c1 (stereo not drawn) as listed: 0%, 24%, i, 14%, -4.7, -10%, 8%, -10%, 4.6%
CN[C@@H](CO)C(=O)NC[C@H]1O[C@@H](n2cnc3c(=O)[nH]c(N)nc32)[C@H](O)[C@@H]1O as listed: x, 6%, i, -4%, 0.6, x, x, 5%, -0.9%
O=C(NNC1CC(c2ccccc2)=NN1C(=O)c1ccccc1)c1ccccc1 (stereo not drawn) as listed: -1%, 11%, i, 0%, -1.8, -10%, -2%, 6%, 3.1%
CCc1nn(CC(=O)NCCCN2CCOCC2)c(=O)c2cc3cc(F)ccc3n12 as listed: -1%, -7%, i, 5%, -0.7, -8%, 4%, -9%, 0.3%
O=c1cc2ncc(-c3[nH]ncc3[N+](=O)[O-])cn2[nH]1 as listed: -2%, 7%, i, 0%, -3.5, -15%, -16%, 2%, 0.1%

Next part.
Below each SMILES: MmCpn inh, EPAC2 agonist, pAkt inh, TGFb inhibitor, CCT chaperon mod, Nrf2 inh, A549 tox, EPAC2 antagonist, Nrf2 ARE act
NNC(=O)CSc1ncc(-c2ccccc2)[nH]1
→ 1%, 4%, i, 6%, 0.0, 18%, 0%, 3%, -0.6%
O=C(Cn1cc(C(F)(F)F)ccc1=O)N/N=C/c1ccccc1
→ 1%, 7%, i, -3%, -2.6, 15%, -6%, 2%, -0.5%
CCCCCOC(=O)CSc1nc2sc3c(c2c(=O)n1-c1ccccc1)CC(C)(CC)OC3 (stereo not drawn)
→ x, x, x, -17%, x, 8%, 0%, x, 3.9%
CC(C)c1ccc(C2=NN(c3ccccc3)C(=O)CC2)cc1
→ 2%, 12%, i, 0%, -0.7, -23%, 8%, -20%, 2.2%
CC(C)(C)NC(=O)c1ccc(COCC(F)(F)F)o1
→ x, 4%, i, -10%, -1.2, -1%, -2%, -5%, 0.2%
O=C(O)CCCC(=O)Nc1cccc(-c2nc3ccccc3[nH]2)c1
→ 0%, 7%, i, -12%, 2.6, -2%, -9%, -5%, -0.5%
C#CCOCCOCCOCCNc1nc(N2CCN(C(=O)[C@H](CC(N)=O)n3cc([C@@H](N)CC(N)=O)nn3)CC2)nc(N2CCN(C(=O)[C@H](CC(N)=O)n3cc([C@@H](N)CC(N)=O)nn3)CC2)n1
→ 0%, 3%, i, -4%, 1.4, -10%, 3%, -5%, 0.2%
CCCn1c(C(C)Nc2nc(-c3ccc(OC)cc3)cs2)nc2ccccc21 (stereo not drawn)
→ -1%, 11%, i, -8%, -2.1, 12%, 6%, -21%, 3.4%
CN(C)CCCNC(=S)Nc1ccc(Br)cc1
→ 2%, 6%, i, -8%, 0.5, u, u, 6%, 2.6%
CNCC/C=C1/c2ccccc2CSc2ccccc21
→ 0%, -3%, i, u, 1.4, 13%, -6%, 2%, 0.7%
C#CCOCCOCCOCCNc1nc(N2CCOCC2)nc(N2CCN(C(=O)[C@H]([C@@H](C)CC)n3cc(CCCCN)nn3)CC2)n1
→ -1%, -2%, i, -9%, 0.1, 11%, -3%, 0%, -0.8%
CC1(C)Cc2cccc(C(=O)NC3CCN(Cc4ccccc4)CC3)c2O1
→ 0%, 5%, i, 15%, -1.6, 1%, 10%, -6%, -0.5%
CC(C)NC(=O)C1CCCN(c2ncnc3c2nc2n3CCCCC2)C1 (stereo not drawn)
→ x, x, x, -18%, x, -2%, 0%, x, -1.1%
CCN1C(=O)[C@H]2[C@@H](c3ccc(-c4ccc5c(c4)OCO5)c(OC)c3)N[C@@](C)(C(=O)OC)[C@H]2C1=O
→ 0%, 11%, i, 17%, 2.6, -19%, -11%, -8%, 0.6%
Cc1nc2sccn2c1-c1csc(NCc2ccccc2)n1
→ -23%, 15%, i, u, -1.6, 8.2µM*, -14%, -7%, 6.7%
CN(C1CCCCC1)S(=O)(=O)c1ccc(=S)[nH]c1
→ -1%, 3%, i, 0%, -0.1, -7%, 2%, 27%, -0.3%
CCc1nc2cc3sc(CC)nc3cc2s1
→ 1%, 2%, i, -2%, 3.2, u, 8%, -10%, 3.6%
CC(=O)N/C(=C/c1ccc(Cl)cc1)C(=O)NCCc1c[nH]c2ccccc12
→ 0%, 2%, i, -3%, -2.6, u, -5%, 7%, 2.2%
COc1ccc(CNC(=O)C2CCN(C(=O)c3cccc(Cl)c3)CC2)cc1
→ -2%, -1%, i, -3%, -1.8, -7%, -2%, 3%, 0.0%
O=C(c1sccc1-c1ccccc1)N1CCN(S(=O)(=O)c2ccccc2)CC1
→ 0%, 5%, i, -2%, -2.1, -16%, -6%, -9%, -0.6%
CCN(CC)S(=O)(=O)c1ccc(Oc2ccc(S(=O)(=O)N(CC)CC)cc2)cc1
→ 1%, 12%, i, -10%, -0.6, u, -19%, -5%, -0.4%
Cc1cc(N2CCOCC2)nc2ccc(NC(=O)C3CCCCC3)cc12
→ x, 4%, x, 12%&9%, x, 12%, 1%, 6%, 0.2%
COc1cc(/C=N\NC(=O)c2cccc(Cl)c2)ccc1Oc1ccc([N+](=O)[O-])cn1
→ -3%, 16%, i, 6%, -1.0, u, 3%, -5%, 0.6%
CCOC(=O)c1ccc(NC(=O)C2CCCN(S(=O)(=O)c3cnc[nH]3)C2)cc1 (stereo not drawn)
→ 2%, -1%, i, -6%, 0.1, -9%, 1%, u, 2.8%
COCCn1c(SCC(=O)Nc2c(C)n(C)n(-c3ccccc3)c2=O)nc2ccccc2c1=O
→ 1%, -2%, i, 3%, 1.4, -3%, -1%, 12%, -0.9%
Cc1ccc2nc(SCC(=O)NCc3ccco3)c(C)cc2c1
→ -1%, 2%, i, -21%, 0.8, -8%, 1%, -12%, 19%
CC1NC(=S)N(Cc2ccccc2)C1=O (stereo not drawn)
→ 0%, 6%, i, -1%, -4.8, 8%, -1%, 3%, 3.0%
NC(=O)c1ccc(NC(=O)COC(=O)CCN=C2NS(=O)(=O)c3ccccc32)cc1
→ -3%, 9%, i, -9%, -0.9, 19%, -5%, 5%, 0.1%
Cc1ccc(C(=O)c2c(NC(=O)c3ccncc3)sc3c2CCCC3)cc1
→ 3%, 7%, i, u, 0.7, u, -10%, -7%, 3.3%
O=c1[nH]nnc2cc(Cl)ccc12
→ x, 0%, i, 20%, 3.9, -8%, 2%, -6%, 0.2%
